# Screening data deposited in PubChem by The Scripps Research Institute Molecular Screening Center.
# CHO-K1 Ca antag – counter-screen for M1 antagonists: effect in parental CHO-K1 cells. ATP-induced calcium, Fluo-8 fluorescence. inhibition, % at 3 µM. actives 0.6% (n = 360,000);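 active = inhibition above a per-plate cutoff, the plate's mean sample inhibition plus 3 SD, cut at about 24% in these data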;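 also: 0% = DMSO plus EC80 ATP and 100% = DMSO alone without ATP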
# OXTR potentiator – potentiates the human oxytocin receptor response; P30559; actives 0.061% (n = 320,000); CHO-OTR cells, Fluo-8 calcium fluorescence, potentiator mode; 0% = oxytocin EC15, 100% = EC100; activation, % at 3 µM;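 active = activation above that plate's cutoff, the mean activation of tested compounds plus 3 SD, cut at about 6.6% in these data, passing the limit was not always enough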;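 also: 100% uses oxytocin at 75 nM as the full agonist control; some results filed as inactive read as strong as hits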
# Target sequence (P30559 whole entry, looked up): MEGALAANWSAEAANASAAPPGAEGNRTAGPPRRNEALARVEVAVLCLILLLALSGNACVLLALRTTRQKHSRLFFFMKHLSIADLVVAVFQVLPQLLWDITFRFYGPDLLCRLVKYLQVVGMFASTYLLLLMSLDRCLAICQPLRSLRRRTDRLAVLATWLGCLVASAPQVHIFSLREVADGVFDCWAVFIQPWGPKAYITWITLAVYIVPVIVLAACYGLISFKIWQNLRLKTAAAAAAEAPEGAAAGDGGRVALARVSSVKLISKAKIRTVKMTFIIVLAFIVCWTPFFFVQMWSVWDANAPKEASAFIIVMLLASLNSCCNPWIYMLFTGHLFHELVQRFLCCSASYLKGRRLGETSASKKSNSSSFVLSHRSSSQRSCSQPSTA
#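 Measured by – Fluo-8 calcium dye fluorescence · Test system – human OTR in CHO cells · Dosing – one concentration, 3.0 µM compound · Controls – EC15 oxytocin alone as 0%, 75 nM oxytocin as 100% · Evaluation – normalized max/min fluorescence ratio, % activation · Timing – 6 min pre-incubation, 100 s read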
# M1 antag – human CHRM1 antagonism | P11229 | CHO-K1 hM1, Fluo-8 calcium fluorescence, ACh EC80 antagonist | inhibition, % at 3 µM | actives 1.3% (n = 360,000);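 active = percent inhibition above its own plate's cutoff, namely the mean of that plate's compound wells plus 3 SD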;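 also: peak over basal fluorescence ratio during 140 s after agonist addition; 0% = ACh EC80 plus DMSO and 100% = DMSO alone without agonist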
# Target sequence (P11229 whole entry, looked up): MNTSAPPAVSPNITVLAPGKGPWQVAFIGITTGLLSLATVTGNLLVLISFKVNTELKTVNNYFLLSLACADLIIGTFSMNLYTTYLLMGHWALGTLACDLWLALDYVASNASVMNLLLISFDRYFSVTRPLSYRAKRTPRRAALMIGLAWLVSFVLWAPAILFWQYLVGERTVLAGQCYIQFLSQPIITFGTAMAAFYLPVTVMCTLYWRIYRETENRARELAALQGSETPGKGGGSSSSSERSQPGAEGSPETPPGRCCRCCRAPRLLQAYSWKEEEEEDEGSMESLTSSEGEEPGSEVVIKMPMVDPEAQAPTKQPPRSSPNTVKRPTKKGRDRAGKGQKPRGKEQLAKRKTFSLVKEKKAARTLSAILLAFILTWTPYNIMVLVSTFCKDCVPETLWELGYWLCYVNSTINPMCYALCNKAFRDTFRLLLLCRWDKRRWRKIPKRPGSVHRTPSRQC
# TAAR1 ag – agonists of human TAAR1 | Q96RJ0 | activation, % at 3 µM | CHO RD-HGA16 TAAR1, Fluo-8 calcium fluorescence; vehicle wells 0%, saturating PEA agonist 100% | actives 0.99% (n = 360,000);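 active = activation above the mean activation of all test compounds in the run plus 3 SD, cut at about 38% in these data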
#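 Test system: RD-HGA16 (CHO) cells co-expressing Gα16 and hTAAR1 | Doses: Single dose, 3 µM | Schedule: 17-24 h seeding, 75 min 37 °C dye, 30 min RT | Evaluation: % activation from peak over basal fluorescence ratio, DMSO-to-PEA scaled | Technique: Kinetic Fluo-8 calcium fluorescence | Benchmarks: Low control DMSO, high control PEA (EC100)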
# CHO parental Ca – counter-screen: ATP calcium response change in parental CHO cells | parental CHO-K1, ATP-induced calcium, Fluo-8 fluorescence | inhibition, % at 5.6 µM | actives 0.63% (n = 330,000);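 active = inhibition above that plate's mean sample inhibition plus 3 SD, cut at about 26% in these data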;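 also: 0% = ATP-challenged DMSO wells and 100% = DMSO wells without ATP; some compounds past the cut are filed as inactive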
#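 Assay system: untransfected parental CHO cell line. Also added: ATP agonist challenge. Dosing: one dose, 5.6 µM nominal. Measured by: Fluo-8 fluorescence. Read-out: % inhibition. Benchmarks: ATP wells versus no-ATP DMSO wells. Repeats: no replicates.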
# M1 PAM parental – counter-screen for M1 PAMs: effect in parental CHO-K1 cells | ATP EC20, Fluo-8 calcium fluorescence; 0% at ATP EC20, 100% at ATP max | activation, % at 3 µM | actives 0.02% (n = 360,000) | AID 602247;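 active = activation above the run cutoff, the mean activation of all test compounds plus 3 SD, cut at about 40% in these data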;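 also: peak over basal fluorescence ratio in a 140 s read after ATP addition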
# CHRM1 agonist – agonists of human M1 muscarinic receptor; CHO-K1 hM1, Fluo-8 calcium fluorescence, agonist mode; 0% DMSO, 100% acetylcholine EC100; activation, % at 3 µM; actives 0.33% (n = 360,000); AID 588814;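 active = activation above the run's mean compound activation plus 3 SD, cut at about 16% in these data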;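 also: peak over basal fluorescence ratio within a 140 s kinetic read after compound addition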
# TAAR1 antagonist – antagonists of human TAAR1 | Q96RJ0 | CHO RD-HGA16 TAAR1, Fluo-8 calcium fluorescence, antagonist | actives 1.5% (n = 360,000) | inhibition, % at 3 µM;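 active = inhibition above a per-plate cutoff, the mean inhibition of test compounds on that plate plus 3 SD, cut at about 49% in these data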;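 also: 0% = DMSO plus EC80 beta-PEA response and 100% = DMSO alone without agonist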
#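 Material: CHO RD-HGA16 cells bearing hTAAR1; compound dosing: one-point dosing, 3 µM nominal final; schedule: dye loading 75 min at 37 °C, then 30 min room temperature; measured by: calcium fluorescence with Fluo-8; control set: vehicle and agonist controls; replication: n of 1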
# CHO-K1 Ca ag – nonselective activator or artifact in parental CHO-K1 cells; Fluo-8 calcium fluorescence; scaled to maximal ATP response, vehicle zero; AID 602248; activation, % at 3 µM; actives 0.48% (n = 360,000); in the data active = activation above about 15%;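 also: untransfected CHO-K1 host cells lacking M1 receptor as counterscreen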
# * = called active by the depositor; . = no result given.
1) OC1C=CSc2nc3ccccc3n21 (stereo not drawn)
2) CCn1cc(C(=O)N2CCN(C(=O)c3ccco3)CC2)c2cc(OC)c(OC)cc2c1=O
3) Cc1cccc(C)c1OCC(O)CNS(=O)(=O)c1ccccc1C(=O)N1CCOCC1 (stereo not drawn)
4) COc1ccc(CCN2C(=O)C(Oc3ccccc3C)C2c2ccc3c(c2)OCO3)cc1OC (stereo not drawn)
5) COc1cc(/C=C/C(=O)OCC(=O)c2ccccc2)cc(OC)c1OC
6) COC(CNC(=O)[C@H](CSCc1ccccc1)N1Cc2ccccc2C1=O)OC
7) O=C(Cn1nnc(-c2ccc(Cl)cc2)n1)NC(=O)NC1CCCC1
8) CC(=O)c1cccc(NC(=O)COC(=O)c2ccc3c(c2)OCO3)c1

Assay by compound,1,2,3,4,5,6,7,8
CHO-K1 Ca antag,-8,-9,0,7,-5,3,-12,4
OXTR potentiator,0,-10,.,-7,-3,-8,.,-9
M1 antag,-2,-12,-5,15,-16,11,-14,8
TAAR1 ag,6,-2,14,7,-1,1,1,1
CHO parental Ca,3,-3,.,2,-18,-13,.,-9
M1 PAM parental,4,12,11,-1,4,0,18,3
CHRM1 agonist,-2,-2,-2,-1,-2,-3,0,0
TAAR1 antagonist,-13,2,25,55*,-10,15,-10,30
CHO-K1 Ca ag,0.3,0.2,3.5,3.2,0.1,0.3,-0.1,0.8

9) CC(C)CNC(=O)c1cccc(NC(=O)c2ccc(Cl)c([N+](=O)[O-])c2)c1
10) O=C(NCCc1ccccc1)c1cccnc1N1CCCCCC1
11) CCN(CC)S(=O)(=O)c1ccc(-c2cn3ccccc3n2)cc1
12) CCn1nnnc1SCC(=O)NC1Cc2ccccc2C1
13) CCCc1nnc(-c2ccc(OC)cc2)o1
14) Cc1nn(C(C)(C)C)c(OC(=O)c2cccs2)c1S(=O)(=O)c1ccccc1
15) C[C@H](CO)N1C[C@H](C)[C@@H](CN(C)Cc2ccccc2)Oc2c(NC(=O)C3CC3)cccc2C1=O
16) O=C(CCc1nnc2ccc(NCc3ccco3)nn12)Nc1ccc(F)cc1F

Assay by compound,9,10,11,12,13,14,15,16
CHO-K1 Ca antag,8,-18,-8,5,-1,-6,2,-20
OXTR potentiator,-14,1,.,1,4,-10,2,-1
M1 antag,17,-14,-16,3,-6,0,-24,0
TAAR1 ag,7,0,2,3,2,2,6,5
CHO parental Ca,-22,-16,.,-20,-4,-8,-28,5
M1 PAM parental,-3,-3,6,-19,19,15,-3,20
CHRM1 agonist,-3,-9,-7,-2,-6,-5,2,-3
TAAR1 antagonist,20,-8,-10,3,-18,10,1,-1
CHO-K1 Ca ag,12,1.1,1.6,0.0,0.0,-0.4,-0.7,0.2

17) CC(C)Cn1c(SCc2nnc(-c3cccs3)o2)nc(O)cc1=O
18) COC(=O)C1(C(=O)OC)NOC2C(=O)N(N(C)c3ncc(C(F)(F)F)cc3Cl)C(=O)C21 (stereo not drawn)
19) O=C(CSc1nnc(-c2ccco2)n1Cc1ccccc1)NCc1ccccc1
20) O=C(O)CC(Cn1cnnn1)c1ccccc1 (stereo not drawn)
21) Cc1nn(-c2ccccc2)c(Cl)c1C(=O)NNC(=O)c1ccccc1O
22) CC1(C(=O)Nc2ccc3c(c2)OCCO3)CCN1C(=O)c1ccco1 (stereo not drawn)
23) O=C1CC(c2ccc(Cl)cc2)CC(O)=C1C=NCc1ccc(Cl)c(Cl)c1 (stereo not drawn)
24) CCOC(=O)c1c(C)c(C(=O)NCCN2CCOCC2)c(C)n1CC

Assay by compound,17,18,19,20,21,22,23,24
CHO-K1 Ca antag,-12,-6,-8,5,-16,-9,-3,-10
OXTR potentiator,-10,-2,-4,-3,-10,.,-9,0
M1 antag,-4,-6,-19,-7,-20,-16,-16,-12
TAAR1 ag,0,0,9,0,2,0,2,12
CHO parental Ca,-6,-1,-25,0,-5,.,-5,-3
M1 PAM parental,17,22,13,2,17,3,12,6
CHRM1 agonist,-1,-7,-2,-2,2,-1,-2,0
TAAR1 antagonist,-13,-2,13,1,-14,-3,11,-7
CHO-K1 Ca ag,-0.1,0.8,0.5,-0.4,2.6,0.8,0.2,0.5

25) O=[N+]([O-])c1cccc(S(=O)(=O)N2CN(c3ccc(Br)cc3)c3nc4ccccc4nc32)c1
26) CCn1cc(Br)c(C(=O)N2CCN(c3ccccc3)CC2)n1
27) CCc1ccc(N=C2NC(=O)/C(=C/c3cc(OC)c(OC)c(OC)c3)S2)cc1
28) O=C(Nc1ccccc1Cl)c1cc[n+]([O-])cc1
29) Cc1cccc(-n2c(SCC(=O)N3CCN(c4ccccn4)CC3)nnc2N2CCOCC2)c1
30) Cc1cc(CN(C)C(=O)CC2C(=O)NCCN2CC(c2ccccc2)c2ccccc2)on1 (stereo not drawn)
31) C=CCOc1ccc(/C=C/C(=O)Nc2ccc(C(=O)NC)cc2)cc1
32) CCOC(=O)C1CCN(c2c(NCc3ccc(C(=O)Nc4ccc(C)cc4)cc3)c(=O)c2=O)CC1

Assay by compound,25,26,27,28,29,30,31,32
CHO-K1 Ca antag,-8,-22,-2,-9,-8,-19,11,-10
OXTR potentiator,-3,-3,-10,-5,-4,-3,-8,0
M1 antag,2,-2,-6,4,2,-18,-7,-28
TAAR1 ag,2,0,0,3,1,5,3,4
CHO parental Ca,3,-7,2,-5,-6,-21,-2,6
M1 PAM parental,15,9,9,0,-11,27,12,16
CHRM1 agonist,-1,-4,-6,-4,-4,-10,0,-3
TAAR1 antagonist,6,14,24,0,-1,4,13,-12
CHO-K1 Ca ag,2.0,0.8,2.9,0.0,0.3,0.2,0.4,0.7

33) Cn1cc(CN2CCCCC2c2ccccn2)c(-c2ccc3c(c2)OCCO3)n1 (stereo not drawn)
34) Cc1cc(/C=N/NC(=O)c2cc3ccccc3o2)c(C)n1C
35) O=C(Nc1ccccc1)/C(=C/c1ccc([N+](=O)[O-])cc1)NC(=O)c1ccco1
36) CCOCc1nnc(NC(=O)CSc2ccccc2)s1
37) O=C1C=C(Nc2cccc(O)c2)CC(c2ccco2)C1 (stereo not drawn)
38) Cc1cccc(NC(=O)Cn2c(/C=C/c3ccccc3)nc3ccccc32)c1
39) CN1CCOC(=O)/C1=N/Nc1cc(Cl)ccc1Cl
40) O=C(COC(=O)c1ccc(Cl)nc1)Nc1ccc(Cl)cc1

Assay by compound,33,34,35,36,37,38,39,40
CHO-K1 Ca antag,13,23,-21,-11,0,4,-8,3
OXTR potentiator,-13,-10,-5,-5,0,-7,-5,.
M1 antag,-3,29,-5,-1,3,4,-4,-4
TAAR1 ag,7,11,-1,22,4,2,2,8
CHO parental Ca,-14,-12,16,-9,-7,-18,-10,.
M1 PAM parental,-11,-15,12,14,22,-6,7,0
CHRM1 agonist,-4,1,-4,-5,-6,-5,-5,-4
TAAR1 antagonist,4,54*,-1,0,-11,-11,-18,-3
CHO-K1 Ca ag,-0.3,7.0,0.4,1.0,4.7,1.4,0.4,1.8

# Compound profiles, as listed above.
# Shown for CN1CCOC(=O)/C1=N/Nc1cc(Cl)ccc1Cl = CHO-K1 Ca antag = -8; OXTR potentiator = -5; M1 antag = -4; TAAR1 ag = 2; CHO parental Ca = -10; M1 PAM parental = 7; CHRM1 agonist = -5; TAAR1 antagonist = -18; CHO-K1 Ca ag = 0.4
# Shown for O=C(Nc1ccccc1)/C(=C/c1ccc([N+](=O)[O-])cc1)NC(=O)c1ccco1 = CHO-K1 Ca antag = -21; OXTR potentiator = -5; M1 antag = -5; TAAR1 ag = -1; CHO parental Ca = 16; M1 PAM parental = 12; CHRM1 agonist = -4; TAAR1 antagonist = -1; CHO-K1 Ca ag = 0.4

# Continued.
41) OCC1OC(c2ccccc2)OC2COC(c3ccccc3)OC12 (stereo not drawn)
42) CC1=C(C(=O)Nc2cc(C(=O)N3CCN(c4ccc(Cl)cc4)CC3)ccc2C)SCCO1
43) Cc1ccc(NC2CNC(=O)NC2=O)cc1C (stereo not drawn)
44) Cc1ccccc1C(=O)NNC(=O)CSc1nnc(-c2ccncc2)n1-c1ccccc1
45) CC(Cc1ccccc1)N/C=C1\CC(=O)NC1=O (stereo not drawn)
46) O=C1CCCN1CCCNS(=O)(=O)c1ccc(F)c(F)c1
47) Cc1noc(C)c1NC(=O)N(C)C[C@H]1Oc2c(NC(=O)Nc3ccccc3)cccc2C(=O)N([C@H](C)CO)C[C@@H]1C
48) CCCCNc1nc(N)ncc1[N+](=O)[O-]

Assay by compound,41,42,43,44,45,46,47,48
CHO-K1 Ca antag,-13,0,-17,-9,1,1,0,-9
OXTR potentiator,.,.,.,-4,-1,-3,3,-5
M1 antag,-5,6,-15,-1,5,3,-5,4
TAAR1 ag,1,7,1,0,74*,3,7,-2
CHO parental Ca,.,.,.,-3,-9,-1,3,-4
M1 PAM parental,-3,0,15,20,-1,-6,1,-18
CHRM1 agonist,1,1,-1,-5,-1,-3,1,-6
TAAR1 antagonist,-17,40,-12,2,53*,-4,-7,-3
CHO-K1 Ca ag,0.6,6.6,1.0,0.5,0.0,-0.2,0.0,0.2

# Three entries from above, sorted by molar mass, ascending:
45) CC(Cc1ccccc1)N/C=C1\CC(=O)NC1=O (stereo not drawn)
44) Cc1ccccc1C(=O)NNC(=O)CSc1nnc(-c2ccncc2)n1-c1ccccc1
42) CC1=C(C(=O)Nc2cc(C(=O)N3CCN(c4ccc(Cl)cc4)CC3)ccc2C)SCCO1

Assay by compound,45,44,42
CHO-K1 Ca antag,1,-9,0
OXTR potentiator,-1,-4,.
M1 antag,5,-1,6
TAAR1 ag,74*,0,7
CHO parental Ca,-9,-3,.
M1 PAM parental,-1,20,0
CHRM1 agonist,-1,-5,1
TAAR1 antagonist,53*,2,40
CHO-K1 Ca ag,0.0,0.5,6.6

# (cont.)
49) O=C1C(=Cc2cccn2-c2ccccc2)C(=O)c2ccccc21
50) O=S(=O)(c1ccc2oc(=S)[nH]c2c1)N1CCCCC1
51) Cc1cc(C(=O)Nc2ccc(F)cc2F)on1
52) CCCCc1ccc(-c2ccc(C)cc2O)nc1

Assay by compound,49,50,51,52
CHO-K1 Ca antag,-6,-9,-6,-8
OXTR potentiator,-6,-5,3,-15
M1 antag,-4,-15,-17,-2
TAAR1 ag,6,2,0,3
CHO parental Ca,-4,15,-5,-5
M1 PAM parental,17,21,17,0
CHRM1 agonist,-6,-2,-3,-3
TAAR1 antagonist,14,-9,-17,-54
CHO-K1 Ca ag,15*,1.7,0.5,0.0
